Fibroblast inh – blocks proliferation of human lung fibroblasts | AID 719 | hit rate 1.1% among 85,000 | viability, % at 10 µM | LL 47 human lung fibroblast viability, ATP luminescence; hits give low values;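 active = viability at or below 50% in the single dose screen; inactive = viability above 50%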;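 note: compound exposure lasted 72 h before the ATP readout; 100% = median luminescence of untreated cell-only wells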
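test system = LL 47 human lung fibroblasts | amount = 1,150 fibroblasts seeded per well | medium = 15% FBS in IMEM | times = overnight cell rest, 72 h compound treatment at 37 °C | measured by = CellTiter-Glo luminescence measuring cellular ATP | read-out = viability percentage against median untreated-cell control | benchmarks = cell-only wells, no compound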
ERa coact inh – ER-alpha (human) coactivator binding inhibition; P03372; TR-FRET ER-alpha LBD / SRC-1 peptide, estradiol-bound; inhibition, % at 25.6 µM; hit rate 1.7% among 86,000; in the data active = inhibition above about 50%;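 note: 0% = receptor plus peptide control and 100% = peptide only without receptor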
Smad3 FoxH1 inh – inhibitors of human Smad3 transcription factor binding | P84022 | TR-FRET Smad3/Dy647-FoxH1 peptide binding, europium anti-His | inhibition, % at 25 µM | hit rate 0.29% among 88,000;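 active = compounds that reduce the energy-transfer binding signal between the protein and its labelled peptide by more than half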;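 note: 0% = Smad3 plus labelled peptide maximal FRET and 100% = peptide-only background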
Target sequence (P84022 whole entry, looked up): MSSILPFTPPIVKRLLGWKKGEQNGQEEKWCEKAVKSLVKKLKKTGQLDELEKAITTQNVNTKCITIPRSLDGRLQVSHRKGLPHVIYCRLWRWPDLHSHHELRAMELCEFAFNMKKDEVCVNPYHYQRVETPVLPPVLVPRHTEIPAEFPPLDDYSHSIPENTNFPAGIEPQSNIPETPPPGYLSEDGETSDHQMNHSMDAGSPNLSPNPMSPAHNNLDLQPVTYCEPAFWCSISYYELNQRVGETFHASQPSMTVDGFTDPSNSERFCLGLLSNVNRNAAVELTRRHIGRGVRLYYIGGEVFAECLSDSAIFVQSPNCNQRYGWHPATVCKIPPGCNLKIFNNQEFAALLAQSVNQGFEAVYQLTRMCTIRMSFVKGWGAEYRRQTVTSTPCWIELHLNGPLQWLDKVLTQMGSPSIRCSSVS
MT1-MMP txn act – MT1-MMP promoter transcription activation. HT1080 MT1-MMP promoter luciferase reporter, luminescence, overnight; hits give high values. activation factor at 10 µM. hit rate 0.16% among 86,000;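 active = activation factor of at least 2 for MT1-MMP transcription at 10 µM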
HUVEC prolif 384 – blocks proliferation of human endothelial cells | viability, % at 10 µM (by protocol) | HUVEC proliferation, CellTiter-Glo luminescence, 72 h; hits give low values | hit rate 1.1% among 86,000;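 active = viability at or below 30%; inactive = viability above 30%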;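 note: 100% = median luminescence of DMSO-only cell control wells on each plate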
ERb SRC1 inh – ER-beta (human) coactivator binding inhibition; TR-FRET ER-beta LBD / SRC1-Cy5 peptide binding; receptor agonist-loaded with 1 µM estradiol; inhibition, % at 25.6 µM; hit rate 1.3% among 86,000;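 active = compounds whose percent inhibition of the receptor-coactivator binding signal exceeds about 50% in the single-dose screen, limit read from the data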;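 note: 0% = receptor plus peptide wells without compound and 100% = peptide-only wells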
Target sequence (Q92731 whole entry, looked up, the tested form may be a part): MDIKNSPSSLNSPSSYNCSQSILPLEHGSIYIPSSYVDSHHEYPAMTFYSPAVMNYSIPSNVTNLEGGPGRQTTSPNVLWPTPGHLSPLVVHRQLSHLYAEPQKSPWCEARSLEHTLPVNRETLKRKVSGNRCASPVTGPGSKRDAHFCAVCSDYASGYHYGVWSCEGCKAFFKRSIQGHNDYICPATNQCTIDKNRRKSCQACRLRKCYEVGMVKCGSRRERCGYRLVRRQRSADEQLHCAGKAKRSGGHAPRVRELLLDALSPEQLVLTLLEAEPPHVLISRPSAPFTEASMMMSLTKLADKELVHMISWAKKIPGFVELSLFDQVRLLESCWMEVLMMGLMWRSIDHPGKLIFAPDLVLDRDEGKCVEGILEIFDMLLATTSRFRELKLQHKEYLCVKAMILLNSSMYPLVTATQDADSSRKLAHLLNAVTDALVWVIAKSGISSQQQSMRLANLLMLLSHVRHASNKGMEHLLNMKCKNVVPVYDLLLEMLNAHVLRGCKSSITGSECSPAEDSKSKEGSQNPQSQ
CD11b adhes enh – increases human CD11b/CD18 adhesion to fibrinogen | P05107+P11215 | K562 CD11b/CD18 adhesion to fibrinogen, ATPlite luminescence | activation, % at 10 µM | hit rate 0.07% among 93,000 | AID 1499;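 active = 10 µM primary screen giving 50% or more activity, confirmed by 40% or more on retest at that dose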; note: strong numbers were not always called active
H69AR inhibit – growth inhibitors of human H69AR lung tumor cells. H69AR lung tumor viability, ATP luminescence, 72 h; hits give low values. viability, % at 10 µM. hit rate 6% among 85,000;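 active = viability at or below 40%; inactive = viability above 40%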;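 note: multidrug resistant small cell line overexpressing MRP-1 efflux transporter; 100% = mean luminescence of untreated control wells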
ERa SRC1 pot – enhances coactivator binding to human estrogen receptor alpha; P03372; TR-FRET ERalpha-LBD/SRC-Cy5 coactivator binding, 2 h; 100 = basal binding, no effect; coactivator binding (% of control), % at 25.6 µM; hit rate 1.3% among 86,000; AID 639; in the data active = activity above about 200%;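 note: binding measured in presence of low estradiol as agonist stimulus; 0% = peptide alone without receptor and 100% = receptor with peptide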
The depositor's hits bear a star; [ ] = remark or other dose. An excerpt (hit frequency here may not be typical).

CC1(C)CC(=O)c2cc(OCC(=O)NCC3CCCO3)ccc2O1 (centres undefined) was read as Fibroblast inh 91, ERa coact inh -2, Smad3 FoxH1 inh -2, MT1-MMP txn act 1.3, HUVEC prolif 384 90, ERb SRC1 inh -5, CD11b adhes enh -1, H69AR inhibit 87 and ERa SRC1 pot 105.
Screening CN(C)C(CNS(=O)(=O)c1ccc(Br)cc1)c1cccnc1 (centres undefined) returned Fibroblast inh 93, ERa coact inh -4, Smad3 FoxH1 inh -2, MT1-MMP txn act 1.1, HUVEC prolif 384 88, ERb SRC1 inh 6, H69AR inhibit 86 and ERa SRC1 pot 87[fluorescence artefact?].
For Cc1ccc(C2=CSC3=NS(=O)(=O)CCN23)cc1C the results were Fibroblast inh 109, ERa coact inh -7, Smad3 FoxH1 inh 0, MT1-MMP txn act 1.1, HUVEC prolif 384 84, ERb SRC1 inh -15, H69AR inhibit 81 and ERa SRC1 pot 100.
`O=C(OCC(=O)N1CCN(C(=O)c2ccco2)CC1)c1cc(=O)c2ccccc2o1` gave Fibroblast inh 100, ERa coact inh 6, Smad3 FoxH1 inh 7, MT1-MMP txn act 1, HUVEC prolif 384 92, ERb SRC1 inh -3, CD11b adhes enh 1, H69AR inhibit 87 and ERa SRC1 pot 122.
For Cc1ccc(Cl)c(OCC(=O)NCc2ccco2)c1 the results were Fibroblast inh 93, ERa coact inh -3, Smad3 FoxH1 inh -28, MT1-MMP txn act 1.3, HUVEC prolif 384 99, ERb SRC1 inh 26, CD11b adhes enh 4, H69AR inhibit 94 and ERa SRC1 pot 80.
`O=C(CCCC(=O)n1cnc2ccccc21)n1cnc2ccccc21` gave Fibroblast inh 96, ERa coact inh 1, Smad3 FoxH1 inh 11, MT1-MMP txn act 1.2, HUVEC prolif 384 89, ERb SRC1 inh 2, CD11b adhes enh -4, H69AR inhibit 102 and ERa SRC1 pot 101.
For O=C1Cc2ccccc2C(=O)N1Cc1ccccc1 the results were Fibroblast inh 99, ERa coact inh 4, Smad3 FoxH1 inh 24, MT1-MMP txn act 1.1, HUVEC prolif 384 89, ERb SRC1 inh -11, CD11b adhes enh -2, H69AR inhibit 88 and ERa SRC1 pot 98.
Screening COc1ccc(OC)c(-n2nnnc2SCC(=O)NCc2ccc3c(c2)OCO3)c1 returned Fibroblast inh 100, ERa coact inh -5, Smad3 FoxH1 inh 0, MT1-MMP txn act 1.1, HUVEC prolif 384 79, ERb SRC1 inh 7, CD11b adhes enh 7, H69AR inhibit 103 and ERa SRC1 pot 100.
`CCCOc1ccc(NC(=O)C2CCCNC2=O)cc1` (centres undefined) gave Fibroblast inh 106, ERa coact inh -9, Smad3 FoxH1 inh 4, MT1-MMP txn act 1.1, HUVEC prolif 384 95, ERb SRC1 inh -10, CD11b adhes enh 1, H69AR inhibit 87 and ERa SRC1 pot 110.
For CCOC(=O)c1c(NC(=O)CC(C)C)sc(C(C)=O)c1C the results were Fibroblast inh 87, ERa coact inh 2, Smad3 FoxH1 inh 6, MT1-MMP txn act 1.4, HUVEC prolif 384 37, ERb SRC1 inh -6, H69AR inhibit 99 and ERa SRC1 pot 98.
`Cc1cc(C)c2c3c(sc2n1)C(=O)N(C)CC(=O)N3` gave Fibroblast inh 98, ERa coact inh -17, Smad3 FoxH1 inh -2, MT1-MMP txn act 1.2, HUVEC prolif 384 99, ERb SRC1 inh 0, CD11b adhes enh -4, H69AR inhibit 93 and ERa SRC1 pot 104.
Screening Cc1cc(C)nc(NC2=NCC(=O)N2c2ccc3c(c2)OCCO3)n1 returned Fibroblast inh 101, ERa coact inh -4, Smad3 FoxH1 inh 4, MT1-MMP txn act 1.2, HUVEC prolif 384 94, ERb SRC1 inh -1, CD11b adhes enh 2, H69AR inhibit 96 and ERa SRC1 pot 97.
`COCCn1c(SCc2nc3cc(OC)c(OC)cc3c(=O)[nH]2)nnc1-c1ccncc1` gave Fibroblast inh 98, ERa coact inh -2, Smad3 FoxH1 inh -1, MT1-MMP txn act 1, HUVEC prolif 384 101, ERb SRC1 inh -4, CD11b adhes enh -2, H69AR inhibit 105 and ERa SRC1 pot 112.
`CCn1cc(C(=O)NCc2ccco2)c(=O)c2cc(S(=O)(=O)N3CCCCCC3)ccc21` gave Fibroblast inh 79, ERa coact inh 19, Smad3 FoxH1 inh 4, MT1-MMP txn act 0.7, HUVEC prolif 384 52, ERb SRC1 inh -2, CD11b adhes enh 0, H69AR inhibit 72 and ERa SRC1 pot 124.
Screening CC1Cc2ccccc2N1C(=O)CSc1nnnn1-c1ccc2c(c1)OCCO2 (centres undefined) returned Fibroblast inh 99, ERa coact inh 15, Smad3 FoxH1 inh -19, MT1-MMP txn act 1.1, HUVEC prolif 384 91, ERb SRC1 inh 31[fluorescence artefact?], CD11b adhes enh 1, H69AR inhibit 93 and ERa SRC1 pot 137[fluorescence artefact?].
Screening N#Cc1nc(Cc2ccccc2)oc1NCCCn1ccnc1 returned Fibroblast inh 95, ERa coact inh -10, Smad3 FoxH1 inh 4, MT1-MMP txn act 1.3, HUVEC prolif 384 111, ERb SRC1 inh -7, CD11b adhes enh -4, H69AR inhibit 98 and ERa SRC1 pot 124.
Screening O=C(CSc1nnc(-c2ccc(S(=O)(=O)N3CCCC3)cc2)o1)NCc1ccco1 returned Fibroblast inh 103, ERa coact inh 35, Smad3 FoxH1 inh 1, MT1-MMP txn act 0.9, HUVEC prolif 384 89, ERb SRC1 inh 27, CD11b adhes enh -3, H69AR inhibit 61 and ERa SRC1 pot 133[fluorescence artefact?].
`Cc1cc(NS(=O)(=O)c2ccc(NC(=O)c3ccco3)cc2)no1` gave Fibroblast inh 104, ERa coact inh -5, Smad3 FoxH1 inh -8, MT1-MMP txn act 1.1, HUVEC prolif 384 104, ERb SRC1 inh -12, CD11b adhes enh 0, H69AR inhibit 83 and ERa SRC1 pot 104.
`O=C1CCC([N+](=O)[O-])C(c2cccc(Cl)c2Cl)N1` (centres undefined) gave Fibroblast inh 103, ERa coact inh 7[fluorescence artefact?], Smad3 FoxH1 inh -3, MT1-MMP txn act 1.1, HUVEC prolif 384 98, ERb SRC1 inh 1[fluorescence artefact?], CD11b adhes enh -5, H69AR inhibit 92 and ERa SRC1 pot 120.
O=C(C1CCCCC1)N1CCCn2c1nc1ccccc12 was read as Fibroblast inh 93, ERa coact inh -7, Smad3 FoxH1 inh 2, MT1-MMP txn act 1.1, HUVEC prolif 384 95, ERb SRC1 inh -3, CD11b adhes enh 0, H69AR inhibit 100 and ERa SRC1 pot 106.
Screening CCOC(=O)c1ccc(NC(=O)C2C3CCC(C3)C2C(=O)O)cc1 (centres undefined) returned Fibroblast inh 96, ERa coact inh -10, Smad3 FoxH1 inh 0, MT1-MMP txn act 1.4, HUVEC prolif 384 88, ERb SRC1 inh -4, CD11b adhes enh 0, H69AR inhibit 99 and ERa SRC1 pot 93.
CS(=O)(=O)N(CC(=O)NC1CCCC1)c1cccc(F)c1 was read as Fibroblast inh 100, ERa coact inh -11, Smad3 FoxH1 inh 1, MT1-MMP txn act 1, HUVEC prolif 384 102, ERb SRC1 inh -5, CD11b adhes enh 2, H69AR inhibit 90 and ERa SRC1 pot 105.
For Cc1cc(S(=O)(=O)Nc2ccc(N(C)C)cc2)c(C)s1 the results were Fibroblast inh 82, ERa coact inh 0, Smad3 FoxH1 inh 4, MT1-MMP txn act 1.2, HUVEC prolif 384 89, ERb SRC1 inh 8[fluorescence artefact?], CD11b adhes enh 0, H69AR inhibit 59 and ERa SRC1 pot 126.
Cn1cnnc1SCc1ccc(C(=O)O)cc1 was read as Fibroblast inh 99, ERa coact inh -6, Smad3 FoxH1 inh 4, MT1-MMP txn act 1.1, HUVEC prolif 384 94, ERb SRC1 inh 1, CD11b adhes enh -2, H69AR inhibit 97 and ERa SRC1 pot 108.
`CCN(CC(=O)NC)S(=O)(=O)c1ccc(C)cc1` gave Fibroblast inh 99, ERa coact inh -11, Smad3 FoxH1 inh 3, MT1-MMP txn act 1.2, HUVEC prolif 384 93, ERb SRC1 inh -10, CD11b adhes enh -2, H69AR inhibit 95 and ERa SRC1 pot 105.
Screening Cc1ccc(C)c(S(=O)(=O)NCc2ccc(C(=O)N3CCC(Cc4ccccc4)CC3)cc2)c1 returned Fibroblast inh 99, ERa coact inh 6, Smad3 FoxH1 inh -2, MT1-MMP txn act 1, HUVEC prolif 384 60, ERb SRC1 inh 0[fluorescence artefact?], CD11b adhes enh 4, H69AR inhibit 36* and ERa SRC1 pot 99.
Cc1cc(C(=O)N2CCN(Cc3ccc4c(c3)OCO4)CC2)cs1 was read as Fibroblast inh 102, ERa coact inh -1, Smad3 FoxH1 inh -3, MT1-MMP txn act 1.1, HUVEC prolif 384 101, ERb SRC1 inh -7, CD11b adhes enh -3, H69AR inhibit 90 and ERa SRC1 pot 111.
`Cc1nnc(SCC(=O)Nc2ccc3c4c(cccc24)CC3)n1C` gave Fibroblast inh 97, ERa coact inh 9, Smad3 FoxH1 inh 9, MT1-MMP txn act 1.1, HUVEC prolif 384 85, ERb SRC1 inh 10, H69AR inhibit 101 and ERa SRC1 pot 88[fluorescence artefact?].
`COc1ccc(-c2csc(NC(C)=O)n2)cc1OC` gave Fibroblast inh 101, ERa coact inh -7, Smad3 FoxH1 inh -4, MT1-MMP txn act 1.3, HUVEC prolif 384 92, ERb SRC1 inh -4, CD11b adhes enh -1, H69AR inhibit 84 and ERa SRC1 pot 110.
For COc1ccc(C2(C(=O)Nc3c(C)n(C)n(-c4ccccc4)c3=O)CCCC2)cc1OC the results were Fibroblast inh 99, ERa coact inh -15, Smad3 FoxH1 inh 11, MT1-MMP txn act 1, HUVEC prolif 384 105, ERb SRC1 inh -15, H69AR inhibit 88 and ERa SRC1 pot 108.
Cc1cc(C)c2c(n1)sc1c(N3CCN(CCO)CC3)ncnc12 was read as Fibroblast inh 95, ERa coact inh -27, Smad3 FoxH1 inh 6, MT1-MMP txn act 1.1, HUVEC prolif 384 90, ERb SRC1 inh -21, CD11b adhes enh 11, H69AR inhibit 82 and ERa SRC1 pot 107.
For O=C1CCc2cc(S(=O)(=O)N3CCN(C(=O)c4ccco4)CC3)ccc2N1 the results were Fibroblast inh 97, ERa coact inh -3, Smad3 FoxH1 inh 10, MT1-MMP txn act 1.1, HUVEC prolif 384 113, ERb SRC1 inh -4, CD11b adhes enh 1, H69AR inhibit 89 and ERa SRC1 pot 108.
Screening CC(NC(=O)COc1ccc(Oc2ccccc2)cc1)C(=O)O (centres undefined) returned Fibroblast inh 103, ERa coact inh -8, Smad3 FoxH1 inh 2, MT1-MMP txn act 1.2, HUVEC prolif 384 103, ERb SRC1 inh -7, CD11b adhes enh -5, H69AR inhibit 99 and ERa SRC1 pot 106.
`Cc1n[nH]c(C)c1C(=O)CC1(O)C(=O)N(CCc2ccccc2)c2ccc(Cl)cc21` (centres undefined) gave Fibroblast inh 92, ERa coact inh 0, Smad3 FoxH1 inh 3, MT1-MMP txn act 1.2, HUVEC prolif 384 87, ERb SRC1 inh 5, CD11b adhes enh -2, H69AR inhibit 80 and ERa SRC1 pot 78.
`c1ccc(SCc2nc(-c3ccncc3)no2)cc1` gave Fibroblast inh 96, ERa coact inh 1, Smad3 FoxH1 inh -2, MT1-MMP txn act 1.2, HUVEC prolif 384 95, ERb SRC1 inh -3, CD11b adhes enh -2, H69AR inhibit 87 and ERa SRC1 pot 112.

Screens: PubChem, several laboratories
